# Bioassay records from PubChem BioAssay.
# V1R ag counter: counter-screen for oxytocin receptor agonists: human V1a receptor agonists; activation, % at 3 µM; CHO-V1R cells, Fluo-8 calcium fluorescence, agonist mode; 0% DMSO, 100% 3 nM vasopressin; 320,000 compounds, 0.25% hits;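 active means activation above the mean activation of all tested compounds plus 3 SD, per screening run, cut at about 20% in these data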;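 further: signal is peak over basal fluorescence ratio across a 100 second FLIPR read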
# TAAR1 ag: human TAAR1 agonism; CHO RD-HGA16 TAAR1, Fluo-8 calcium fluorescence; vehicle wells 0%, saturating PEA agonist 100%; activation, % at 3 µM; 360,000 compounds, 0.99% hits; Q96RJ0;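 active means activation above the mean activation of all test compounds in the run plus 3 SD, cut at about 38% in these data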
# Target sequence (Q96RJ0 whole entry, looked up): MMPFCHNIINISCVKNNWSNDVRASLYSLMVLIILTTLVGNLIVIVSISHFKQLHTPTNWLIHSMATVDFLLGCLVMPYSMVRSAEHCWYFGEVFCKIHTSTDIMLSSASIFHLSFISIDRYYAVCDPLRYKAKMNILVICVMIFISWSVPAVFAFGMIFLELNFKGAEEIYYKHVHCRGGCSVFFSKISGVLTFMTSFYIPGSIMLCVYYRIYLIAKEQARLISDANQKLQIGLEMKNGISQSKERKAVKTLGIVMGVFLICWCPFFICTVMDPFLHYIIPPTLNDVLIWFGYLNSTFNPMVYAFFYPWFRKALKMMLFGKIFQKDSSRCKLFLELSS
#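 Benchmarks: low control DMSO, high control PEA (EC100); System: CHO RD-HGA16 cells carrying human TAAR1 plus Gα16; Detection: Fluo-8 fluorescence, 5 s baseline then 140 s kinetic read; Schedule: 17-24 h plating, Fluo-8 75 min 37 °C, 30 min RT; Read-out basis: % activation from peak over basal fluorescence ratio, DMSO-to-PEA scaled.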
# CHRM1 agonist: agonists of human M1 muscarinic receptor. P11229. CHO-K1 hM1, Fluo-8 calcium fluorescence, agonist mode; 0% DMSO, 100% acetylcholine EC100. activation, % at 3 µM. 360,000 compounds, 0.33% hits;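 active means activation above the run's mean compound activation plus 3 SD, cut at about 16% in these data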;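 further: peak over basal fluorescence ratio within a 140 s kinetic read after compound addition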
# Target sequence (P11229 whole entry, looked up): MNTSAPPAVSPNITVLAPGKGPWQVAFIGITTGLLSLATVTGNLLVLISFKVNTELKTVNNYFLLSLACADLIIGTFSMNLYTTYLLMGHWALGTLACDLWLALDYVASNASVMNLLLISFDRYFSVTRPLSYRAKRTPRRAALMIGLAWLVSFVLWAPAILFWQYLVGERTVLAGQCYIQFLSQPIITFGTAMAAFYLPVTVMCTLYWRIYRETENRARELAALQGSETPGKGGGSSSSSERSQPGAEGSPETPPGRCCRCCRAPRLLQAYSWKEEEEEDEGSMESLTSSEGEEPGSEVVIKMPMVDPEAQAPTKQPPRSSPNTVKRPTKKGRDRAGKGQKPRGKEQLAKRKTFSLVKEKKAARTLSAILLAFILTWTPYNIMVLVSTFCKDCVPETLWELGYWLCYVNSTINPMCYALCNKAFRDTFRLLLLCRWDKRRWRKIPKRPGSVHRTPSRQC
# M1 PAM: positive allosteric modulators of human M1 muscarinic receptor; AID 588819; 360,000 compounds, 0.088% hits; CHO-K1 hM1, Fluo-8 calcium fluorescence, ACh EC20; 0% = ACh EC20, 100% = maximal ACh; activation, % at 3 µM; P11229; in the data active means activation above about 19%, passing the limit was not always enough
# TAAR1 antag: antagonists of human TAAR1; CHO RD-HGA16 TAAR1, Fluo-8 calcium fluorescence, antagonist; 360,000 compounds, 1.5% hits; AID 624466; inhibition, % at 3 µM; Q96RJ0;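 active means inhibition above a per-plate cutoff, the mean inhibition of test compounds on that plate plus 3 SD, cut at about 49% in these data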;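 further: 0% = DMSO plus EC80 beta-PEA response and 100% = DMSO alone without agonist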
#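 Test system – hTAAR1-expressing CHO RD-HGA16 cells, Gα16-coupled · Also added – β-PEA at EC80 concentration, post-compound challenge · Compound – 3 µM, single point · Incubation – dye loading 75 min at 37 °C, then 30 min room temperature · Measured by – Fluo-8 intracellular calcium dye fluorescence, real-time kinetic reads · Benchmarks – vehicle and agonist controls · Replicates – singlicate, one well per test compound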
# OXTR potentiator: potentiators of human oxytocin receptor. 320,000 compounds, 0.061% hits. AID 2445. P30559. activation, % at 3 µM. CHO-OTR cells, Fluo-8 calcium fluorescence, potentiator mode; 0% = oxytocin EC15, 100% = EC100;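 active means activation above that plate's cutoff, the mean activation of tested compounds plus 3 SD, cut at about 6.6% in these data, passing the limit was not always enough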;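 further: 100% uses oxytocin at 75 nM as the full agonist control; some results filed as inactive read as strong as hits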
#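 Assay system: CHO cell line stably expressing human OTR. Reagent: EC15 oxytocin agonist. Dosing: single dose, 3.0 µM nominal final compound concentration. Timing: compound 6 min at room temperature before oxytocin, 100 s read. Signal: kinetic Fluo-8 calcium fluorescence. Controls: oxytocin EC15 low and EC100 high.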
# OXTR ag: agonists of human oxytocin receptor. P30559. CHO-OTR cells, Fluo-8 calcium fluorescence; normalized: DMSO 0%, oxytocin 100%. activation, % at 3 µM. 320,000 compounds, 0.32% hits;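 active means activation above the mean of all tested compounds plus 3 SD, cutoff set per screening run, cut at about 20% in these data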;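 further: peak over basal fluorescence ratio from a 100 s FLIPR kinetic read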
# CHO parental Ca: signal in parental CHO cells, OX1R antagonist counter-screen. parental CHO-K1, ATP-induced calcium, Fluo-8 fluorescence. inhibition, % at 5.6 µM. 330,000 compounds, 0.63% hits. AID 463079;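 active means inhibition above that plate's mean sample inhibition plus 3 SD, cut at about 26% in these data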;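 further: 0% = ATP-challenged DMSO wells and 100% = DMSO wells without ATP; some compounds past the cut are filed as inactive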
#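 test system = CHO parental line | reagent = ATP stimulus | measured by = intracellular calcium via Fluo-8 no-wash fluorescent dye | control set = ATP and no-ATP DMSO wells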
# CHRM1 antagonist: blocks human M1 muscarinic receptor. 360,000 compounds, 1.3% hits. CHO-K1 hM1, Fluo-8 calcium fluorescence, ACh EC80 antagonist. P11229. AID 588852. inhibition, % at 3 µM;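 active means percent inhibition above its own plate's cutoff, namely the mean of that plate's compound wells plus 3 SD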;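 further: peak over basal fluorescence ratio during 140 s after agonist addition; 0% = ACh EC80 plus DMSO and 100% = DMSO alone without agonist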
# Active calls of the source: *; nt = not tested or not shown.
no.	compound	V1R ag counter	TAAR1 ag	CHRM1 agonist	M1 PAM	TAAR1 antag	OXTR potentiator	OXTR ag	CHO parental Ca	CHRM1 antagonist
1	NC(=O)c1cc(-c2cccnc2)nc2ccc(Br)cc12	-0.5	1	-2	0	-7	-7	-0.1	-9	-6
2	CC(=O)c1c(N2CCOCC2)nc(=S)n(Cc2ccccc2)c1C	-0.2	3	-5	-9	-6	-7	-0.7	-12	6
3	O=C(Nc1ccc2nccnc2c1)c1cnccn1	3.4	0	-2	2	4	-10	0.6	-10	-15
4	C[C@H](NC(=O)c1cc2c(cn1)[nH]c1ccccc12)C(=O)O	nt	2	-2	4	-1	nt	nt	nt	-5
5	Cc1cc(NC(=O)CN2C(=O)NC(C)(c3ccc(Cl)cc3Cl)C2=O)no1 (stereo not given)	1.4	3	1	12	-11	-8	1.8	-19	-9
6	O=C(CNCc1ccc(Cl)cc1)N1CCc2ccccc2C1	1.0	20	-9	7	-7	-14	-0.3	-17	-6
7	O=C(NNC(=O)c1ccccc1F)c1ccc(Cl)c(S(=O)(=O)N2CCOCC2)c1	1.4	3	1	4	-25	-6	1.9	-14	-3
8	COc1ccc(NC(=O)c2cc3cc(C)ccc3n2C)c(OC)c1	0.7	5	-2	3	-11	-2	0.1	-27	-13
9	CCOC(=O)CN1C(=O)C(Sc2n[nH]c(-c3ccccc3)n2)CCc2ccccc21 (stereo not given)	0.4	4	-10	-6	4	-9	0.4	-11	-16
10	CCCCCC(=O)Nc1ccc(S(=O)(=O)Nc2nccnc2OC)cc1	-0.2	nt	-3	7	nt	2	-0.1	-8	-7
11	Cc1cc(=O)[nH]c(-c2ccccc2OC(F)(F)F)n1	5.6	3	6	11	-14	9	0.7	-10	-11
12	O=C(CCN1C(=O)c2ccccc2S1(=O)=O)NCc1ccc(F)cc1	nt	3	-7	4	-14	nt	nt	nt	-9
13	O=C(O)CN1C(=O)c2ccc(Oc3cccc4c3C(=O)N(CC(=O)O)C4=O)cc2C1=O	2.5	3	-5	6	11	3	1.1	-13	-7
14	CCCN(CC(=O)Nc1ccc(OC)c(OC)c1)CC(=O)Nc1ccc(F)c(F)c1F	0.5	1	-2	3	-11	-19	0.1	-13	2
15	COc1cccc(N(CC(=O)NC2CCCCCC2)S(=O)(=O)c2ccccc2)c1	-0.6	2	-3	1	-33	-14	-0.3	-26	-1
16	O=C(OCc1c(F)cccc1Cl)c1cnccn1	0.4	7	-2	6	1	-6	-0.1	-6	-5
17	CC(=O)Nc1ccc(S(=O)(=O)NCC(CCC(=O)O)C(F)(F)F)cc1 (stereo not given)	-0.7	7	-1	5	-26	-6	0.2	12	-3
18	COC(=O)COc1ccc(S(=O)(=O)N2CCc3ccccc3C2)cc1	-1.2	23	2	3	11	-1	0.1	-10	-3
19	N/C(=N\OC(=O)c1ccc2ccccc2c1)c1ccc(Br)cc1	0.6	8	-7	4	-12	2	-0.6	-9	-2
20	Cc1c(C)c2cc(Cl)c(O)c(CN3CCCC(C)C3)c2oc1=O (stereo not given)	0.8	3	-7	6	4	1	0.4	-7	-12
21	O=C1CSC(c2ccc(Cl)c(Cl)c2)N1c1nccs1 (stereo not given)	-0.5	8	-5	2	20	-6	-2.1	-39	-6
22	CC(NC(=O)CN(C)CC(=O)Nc1ccc(Cl)cc1)c1ccc(F)cc1 (stereo not given)	3.3	3	1	5	12	-3	3.3	-11	2
23	CCn1ccnc1CN1CCC(n2nccc2NC(=O)c2ccccc2OC)CC1	1.3	3	-2	1	-7	2	1.1	-20	-6
24	CCOC(=O)c1ccccc1N/C=C1\CCCCC1=O	-1.4	9	-7	-2	8	-3	-1.4	-9	-8
25	c1ccc(Cn2nnnc2CN2CCN(Cc3ccc4c(c3)OCO4)CC2)cc1	0.7	9	-5	3	-3	-8	0.0	-12	-8
26	CCn1c2ccccc2c2cc(NC(=O)COC(=O)c3cc(S(=O)(=O)N4CCCCC4)ccc3Cl)ccc21	0.3	3	-7	5	-4	0	0.0	3	0
27	CC(C)N(C(=O)COC(=O)CNC(=O)c1ccc(Br)cc1)c1ccccc1	2.8	3	-7	7	-14	-5	-0.6	-13	3
28	O=C(CCS(=O)(=O)c1cccc2nonc12)NCCc1ccccc1Cl	0.1	4	-3	5	0	-22	1.1	-27	-1
29	COC(=O)C1=C(C)C(c2cccs2)NC(=O)N1C (stereo not given)	-0.2	5	-3	14	8	-1	0.5	4	-11
30	COc1ccc(SC[C@H](Cc2ccccc2)N2CCN(CCc3ccccc3)CCC2=O)cc1	0.9	7	-11	-14	23	-11	-1.8	-31	26
31	CC1(C(=O)Nc2ccc(Cl)cc2)Cc2c(-c3cccc(C(F)(F)F)c3)ccnc2O1 (stereo not given)	nt	1	0	17	-10	nt	nt	nt	-22
32	CC(=O)c1ccc(NC(=O)c2ccc(N3CCCC3=O)cc2)cc1	nt	5	-1	4	-14	nt	nt	nt	-4
33	O=C(O)C1=C[C@@H](c2csc3ccccc23)C[C@@H](OCc2ccc(CO)cc2)O1	-0.1	5	-8	13	-1	2	-0.4	-12	-6
34	Cc1nnc(SCC(=O)N2CCOCC2)s1	-0.3	2	-5	-1	-4	0	0.5	3	0
35	CCC1(c2ccc(Cl)cc2)NC(=O)N(CC(=O)N2CCN(C(=O)c3ccco3)CC2)C1=O (stereo not given)	0.6	1	-3	6	12	-3	2.0	-8	-15
36	CC(=O)Oc1ccc(-c2cccc(C(=O)NCCO)c2)cc1	4.3	10	-3	6	-10	-12	1.4	4	-14
37	O=S(=O)(Nc1nc2ccccc2nc1NCc1ccco1)c1cccs1	3.1	1	-1	6	5	-3	3.9	-2	-27
38	Cc1ccc(C)c(NC(=O)CN(C)C(=O)C2=NNC(=O)CC2)c1	0.7	2	-4	2	-2	-4	0.3	14	7
39	CN(/N=C/C=C/c1ccccc1)C1=NS(=O)(=O)c2ccccc21	0.1	-1	-3	-4	19	-4	1.5	-18	9
40	O=C1c2cc(Cl)ccc2OC2(CCNCC2)C12CC(c1ccc(Cl)cc1)=NO2 (stereo not given)	4.2	nt	-3	2	nt	-7	6.7	-2	0
41	CC1C(=O)O[C@@H]2C[C@@H](C)[C@@H]3CCC(=O)[C@@]3(C)[C@@H](O)[C@H]12 (stereo not given in full)	0.5	2	-3	3	5	1	0.0	-7	-11
42	O=C(CSc1nc2ccccc2n1CC(=O)N1CCCC1)N1CCN(C(=O)c2ccco2)CC1	0.1	-1	-4	11	2	-7	5.8	4	-38
43	COc1ccc(N2CCN(C(=O)[C@@H](NC(=O)c3cc(OC)cc(OC)c3)C(C)C)CC2)cc1	1.3	-3	-2	8	-3	-3	-0.7	-7	-9
44	COc1cc(NC(=O)CSc2nc(C3CC3)nc3ccccc23)cc(OC)c1	0.0	-2	-1	1	12	-3	0.4	-20	2
45	O=C(NNC(=O)c1ccncc1)NC1CCCCC1	0.4	5	0	10	7	-6	0.2	-2	-12
46	CC1CCC2(CC1)NC(=O)N(CC(=O)N1CC(C)CC(C)C1)C2=O (stereo not given)	1.6	-3	-3	2	11	-4	1.7	-4	-5
47	COC(=O)c1sccc1NC(=O)c1cccc(OC)c1	-0.9	6	-4	0	-10	-9	-2.7	-23	-8
48	CN1CCN(c2ccc(CNS(=O)(=O)c3cccc(F)c3)cc2)CC1	-0.3	4	-6	0	-22	-1	0.3	-8	1
49	Cc1ccc(/C(O)=C2/C(=O)C(=O)N(Cc3cccnc3)C2c2ccccn2)cc1 (stereo not given)	0.7	10	3	13	-4	9	2.1	-7	-30
50	Cc1ccc2c(c1)N(CC(=O)NC1CCCCC1)C(=O)c1cccnc1O2	-0.2	0	-4	6	-18	1	0.2	-17	-11

# (list continues)
no.	compound	V1R ag counter	TAAR1 ag	CHRM1 agonist	M1 PAM	TAAR1 antag	OXTR potentiator	OXTR ag	CHO parental Ca	CHRM1 antagonist
51	Cc1nc(-c2cccc(NC(=O)c3ccc(-n4cccn4)cc3)c2)cs1	2.9	28	-2	-13	63*	-7	2.5	-12	24
52	C=CCNC(=O)c1c(O)c2cccc3c2n(c1=O)CCC3	0.8	6	-3	11	-8	-15	-1.6	-12	-14
53	COc1cccc(C(=O)Oc2cc(N)n(S(=O)(=O)c3ccc(C)cc3)n2)c1OC	28*	64*	7	2	2	-17	6.8	-26	-22
54	O=C(c1cccs1)N1CCN(C(=O)c2cn(-c3ccccc3)nc2-c2ccccc2)CC1	-0.8	5	-2	-9	30	-4	-1.5	-20	14

# Entries shown so far that contain fluorine (9):
no.	compound	V1R ag counter	TAAR1 ag	CHRM1 agonist	M1 PAM	TAAR1 antag	OXTR potentiator	OXTR ag	CHO parental Ca	CHRM1 antagonist
7	O=C(NNC(=O)c1ccccc1F)c1ccc(Cl)c(S(=O)(=O)N2CCOCC2)c1	1.4	3	1	4	-25	-6	1.9	-14	-3
11	Cc1cc(=O)[nH]c(-c2ccccc2OC(F)(F)F)n1	5.6	3	6	11	-14	9	0.7	-10	-11
12	O=C(CCN1C(=O)c2ccccc2S1(=O)=O)NCc1ccc(F)cc1	nt	3	-7	4	-14	nt	nt	nt	-9
14	CCCN(CC(=O)Nc1ccc(OC)c(OC)c1)CC(=O)Nc1ccc(F)c(F)c1F	0.5	1	-2	3	-11	-19	0.1	-13	2
16	O=C(OCc1c(F)cccc1Cl)c1cnccn1	0.4	7	-2	6	1	-6	-0.1	-6	-5
17	CC(=O)Nc1ccc(S(=O)(=O)NCC(CCC(=O)O)C(F)(F)F)cc1 (stereo not given)	-0.7	7	-1	5	-26	-6	0.2	12	-3
22	CC(NC(=O)CN(C)CC(=O)Nc1ccc(Cl)cc1)c1ccc(F)cc1 (stereo not given)	3.3	3	1	5	12	-3	3.3	-11	2
31	CC1(C(=O)Nc2ccc(Cl)cc2)Cc2c(-c3cccc(C(F)(F)F)c3)ccnc2O1 (stereo not given)	nt	1	0	17	-10	nt	nt	nt	-22
48	CN1CCN(c2ccc(CNS(=O)(=O)c3cccc(F)c3)cc2)CC1	-0.3	4	-6	0	-22	-1	0.3	-8	1
